SW480 rerep = induces DNA re-replication in SW480 colon adenocarcinoma cells | actives 1.8% (n = 340,000) | SW480 DNA re-replication, Hoechst DNA content imaging, 48 h | Potency, µM (highest dose often 46.1 µM), without a hit: at the highest dose re-replication activation, hits mostly activators; further: potency means the concentration at half of the fitted maximal effect; % of control where 0% means no effect; nearly all actives have a fitted effect of over 55% in size
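Hoechst fluorescence of nuclei (405 nm excitation, 500-530 nm emission) measured by plate-scanning imager after 48 hr compound exposure at 37 C; re-replication scored as increased number of nuclei with elevated intensity.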
MCF10A rereplic = DNA re-replication induction in MCF 10a cells | Potency, µM (titrated, usually from 46.1 µM), for inactives: top-dose activity, positive = re-replication, actives largely listed as activators | AID 624296 | MCF 10A DNA re-replication, Hoechst nuclear intensity, 48 h | actives 2.9% (n = 350,000); further: potency means the concentration at half of the fitted maximal effect; % of control where 0% means no effect; nearly all actives have a fitted effect of over 50% in size
DRD3 agonist = D3 dopamine receptor (human) agonism | max activation, % | actives 0.58% (n = 410,000) | D3R DiscoveRx beta-arrestin cells, luminescence, 90 min | P35462; in the data active means max activation above about 30%; further: 0% is about no effect; mostly tested at two doses, the higher about 12 µM
Target sequence (P35462 whole entry, looked up): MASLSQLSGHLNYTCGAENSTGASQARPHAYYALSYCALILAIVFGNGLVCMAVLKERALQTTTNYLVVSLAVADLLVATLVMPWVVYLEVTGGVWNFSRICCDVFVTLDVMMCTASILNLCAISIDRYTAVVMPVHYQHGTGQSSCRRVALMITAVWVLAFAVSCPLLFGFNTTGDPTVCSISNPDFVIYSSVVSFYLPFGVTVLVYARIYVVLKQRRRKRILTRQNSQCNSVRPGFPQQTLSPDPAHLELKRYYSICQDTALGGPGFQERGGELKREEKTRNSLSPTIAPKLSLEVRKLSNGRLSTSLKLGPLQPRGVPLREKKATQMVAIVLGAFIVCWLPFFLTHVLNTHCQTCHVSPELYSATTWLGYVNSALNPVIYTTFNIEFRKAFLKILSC
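Agonist mode: compounds and dopamine controls were applied to plated cells for 90 min at 37 degrees C after an overnight attachment at 1500 cells/well. Luminescent read-out followed 30 - 60 minutes at room temperature with DiscoveRx detection reagent.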
HT1080NT lethal = kills 2HG-producing HT-1080-NT fibrosarcoma cells. HT-1080-NT fibrosarcoma viability, CellTiter-Glo ATP luminescence, 48 h. Potency, µM (doses to about 46.1 µM), for inactives: top-dose activity, negative = less viability, actives largely listed as cytotoxic. AID 686970. actives 1.6% (n = 360,000);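 further: NT is the 2HG producing partner of a matched IDH1 knockdown line; potency means the concentration at half of the fitted maximal effect; 0% = DMSO-treated cells and -100% = media-only wells without cells; nearly all actives have a fitted effect of over 55% in size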
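A 48-hour cytotoxicity screen used HT-1080-NT cells plated 2 hours before compound delivery. ATP-based CellTiter-Glo luminescence measured viability, normalized to DMSO and no-cell controls.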
GLP1R cytotox = cytotoxicity counter-screen for GLP-1 receptor inverse agonists | actives 0.13% (n = 410,000) | Potency, µM (top dose mostly 38.3 µM), without a hit: top-dose activity change, negative = inhibition, hits mostly inhibitors | HEK293 cAMP-luciferase reporter cells, luminescence, 24 h;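 further: loss of luciferase light is scored as toxicity; potency means the concentration at half of the fitted maximal effect; on the % scale 0 is the no-effect control and ±100 the full control effect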
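Step one: seed cells (200 cells/uL, DMEM with 10% Nu serum, 1% pen-strep). Step two: 12-hour incubation at 37 deg C. Step three: pin 23 nL compound, incubate 24 hr. Step four: add luciferase reagent, read luminescence 12 min later.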
KB-3-1 cytotox = KB-3-1 parental cell cytotoxicity; KB-3-1 viability, CellTiter-Glo ATP luminescence, 72 h; AID 1347075; actives 1.4% (n = 400,000); Potency, µM (highest dose often 46.1 µM), without a hit: at the top dose activity change, negative = cytotoxic, actives largely listed as cytotoxic; further: potency means the concentration at half of the fitted maximal effect; on the % scale 0 is the no-effect control and ±100 the full control effect; nearly all actives have a fitted effect of over 60% in size
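Here the drug-naive KB-3-1 line serves as comparator for MDR sub-line selectivity; cells received compound titrations, 72 h at 37 °C, then CellTiter-Glo readout.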
HT1080 IDH1KD tx = toxicity to HT-1080 IDH1 knockdown cells (counter line); HT-1080 IDH1 knockdown viability, ATP luminescence, 48 h; Potency, µM (doses to about 46.1 µM), for inactives: at the top dose activity, negative = toxicity, hits mostly cytotoxic; actives 2% (n = 360,000);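 further: potency means the concentration at half of the fitted maximal effect; 0% = DMSO wells and -100% = cell-free medium wells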
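Viability of IDH1-knockdown HT-1080 fibrosarcoma cells was assessed by CellTiter-Glo after 48 h at 37 °C with titrated compound; concentration-effect curves were classified by fit quality and response size.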
IL-1B inflam inh = inhibitors of inflammasome signaling (IL-1 beta secretion) | activity change, % at 57.5 µM | THP-1 LPS/ATP IL-1B secretion, AlphaLISA, 16 h; hits give low values | actives 4.7% (n = 360,000) | AID 743279; in the data active means activity change below about -50%; inconclusive means mostly about -30% to -49%; further: on the % scale 0 is the no-effect control and ±100 the full control effect
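Secreted IL-1B measured by AlphaLISA bead assay after 16 h compound exposure of THP-1 cells; compounds (final up to 57.5 uM) added 1 h before LPS (250 ng/mL) and ATP (1.25 mM) stimulation; lower signal means less secretion.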
KB-V1 cytotox = KB-V1 MDR subline cytotoxicity; KB-V1 MDR cells viability, CellTiter-Glo, 72 h; Potency, µM (titrated, usually from 46.1 µM), inactives show top-dose activity change, negative = cytotoxicity, most hits filed as cytotoxic; actives 3.4% (n = 400,000); further: potency means the concentration at half of the fitted maximal effect; on the % scale 0 is the no-effect control and ±100 the full control effect; nearly all actives have a fitted effect of over 60% in size
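Readout: CellTiter-Glo luminescence, 10 min after addition. Cells: KB-V1 MDR subline, 72 h at 37 degrees C with compound. Analysis: corrected, normalized data fitted to concentration-effect curves.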
The depositor's hits bear a star; ? = inconclusive; · = not tested or not shown; & = joins results of further samples; [ ] = remark or other dose. Unless noted, the call rests on the fitted dose curve; in most records, active means well fitted curve in the direction sought with a large enough effect; inconclusive means small, poorly fitted or top-dose-only effect, or another doubt; inactive means no such curve, though single readings can be large; an effect the other way counts as inactive or inconclusive. The order is random. Share with any hit: about 11%.

The line under a structure holds: IL-1B inflam inh	GLP1R cytotox	KB-V1 cytotox	MCF10A rereplic	DRD3 agonist	SW480 rerep	HT1080NT lethal	HT1080 IDH1KD tx	KB-3-1 cytotox
> O=C(O)c1ccccc1/C=N/NC(=O)c1cc(-c2ccco2)nc2ccccc12
→ 41.8	8.6%	7.2%	-8.4%	7.0	-0.3%	-28.4%	?	13.4%
> COc1ccc(/C=N\NC(=O)c2sccc2C)cc1Cn1nc(C)cc1C
→ -12.9	-7.6%	6.51µM*	27.0%	1.2	1.6%	-0.3%	-6.1%	?
> CC1(Cc2ccc3c(c2)OCO3)NC(=O)NC1=O (stereo not drawn)
→ -15.1	-5.3%	0.0%	11.7%	-2.5	4.4%	9.6%	10.5%	0.0%
> C[C@]12CCC(=O)C=C1C=C[C@@H]1[C@@H]2CC[C@@]2(C)[C@H]1CC[C@@]21CCC(=O)O1
→ -0.1	10.2%	-6.0%	-3.2%	3.7&4.2	-5.2%	-2.5%	-2.6%	-3.8%
> CCC(C)n1c(=N)c(C(=O)NC2CCCC2)cc2c(=O)n3ccccc3nc21 (stereo not drawn)
→ ·	173.3%[activator]	21.1%	·	-10.9	·	·	·	-13.0%
> O=[N+]([O-])c1cccc(-c2nnc(C34CC5CC(CC(C5)C3)C4)o2)c1
→ 25.8	11.2%	-16.1%	-0.2%	-16.0	-4.7%	19.6%	-1.8%	-4.1%
> O=C(NC(=S)Nc1ccc(F)c([N+](=O)[O-])c1)c1ccccc1F
→ 0.0	?	-0.7%	?	-10.0	?	-8.3%	-16.6%	21.8%
> COc1cc(NC(=O)CSc2nccn2C)cc(OC)c1OC
→ ·	2.6%	-11.5%	·	4.9	·	·	·	9.1%
> Cc1cc(C(=O)N(C)CC(=O)Nc2ccccc2C(F)(F)F)c(C)o1
→ -28.5	-5.0%	?	?	4.0	?	1.7%	-24.0%	16.2%
> O=C(O)c1ccc(-c2ccc(/C=C3\NC(=O)N(Cc4ccc(Cl)cc4)C3=O)o2)cc1Cl
→ 35.7	19.1%[7.66 µM]	-19.2%	11.2µM*	3.2	7.31µM*	-13.4%	?	?
> Cc1c(Cl)ccc2c(C(O)CBr)cc(-c3ccccc3)nc12 (stereo not drawn)
→ -86.4*	-5.7%	0.0%	20.6µM*	17.2	?	?	?	5.9%
> CCCN1CNc2c(c(=O)[nH]c(=S)n2-c2ccc(Cl)cc2)C1
→ 17.1	4.2%	3.8%	2.2%	5.6	-13.2%	15.4%	16.6%	?
> COc1cc(/C=C(/C(=O)c2cccs2)c2nc3ccccc3[nH]2)cc(OC)c1O
→ -97.5*	?	20.6µM*	16.4µM*	-9.2	23.1µM*	?	?	3.66µM*
> COc1ccc(C(C#N)(CC(=O)O)c2cnccn2)cc1OC (stereo not drawn)
→ -6.8	-12.3%	1.4%	1.8%	-14.8	-3.5%	16.9%	-1.6%	-7.5%
> Cc1cccc(Cl)c1NC(=S)N1CCN(c2ccc([N+](=O)[O-])cn2)CC1
→ -17.6	4.5%	-20.4%	-0.6%	5.5	-1.5%	-0.7%	-1.3%	-3.6%
> O=C(NCc1ccco1)C(Cc1ccccc1)NS(=O)(=O)c1cccc2nsnc12 (stereo not drawn)
→ -7.2	3.8%	2.5%	8.3%	0.3	10.4%	12.5%	13.7%	-0.8%
> Cc1ccccc1NC(=O)NC1(C(=O)NCCCN2CCOCC2)CCCCC1
→ 16.1	-1.1%	8.3%	-4.3%	2.3	-1.9%	3.6%	3.7%	8.2%
> C=CCn1c(CNC(=O)c2cccs2)nnc1SCC(=O)Nc1ccc(C(=O)O)cc1
→ 6.3	9.0%	1.3%	8.3%	-4.0	-9.5%	7.3%	2.1%	-0.7%
> Cn1c(=O)[nH]c(=O)c2c1nc(CN(Cc1ccccc1)Cc1ccccc1)n2CCN1CCOCC1
→ -6.0	1.1%	6.51µM*	-8.2%	-5.1	4.6%	6.3%	3.0%	14.9%
> Cn1c(N)c(C(=O)COC(=O)Cc2ccc(Cl)cc2)c(=O)n(C)c1=O
→ 7.3	15.9%	-20.3%	-3.9%	12.2	-13.2%	-1.3%	-2.8%	-4.6%
> Cc1ccc(OCC(=O)O/N=C(\N)c2cccc([N+](=O)[O-])c2)cc1C
→ -7.5	-0.3%	-4.7%	3.1%	8.9	3.5%	-3.3%	-2.2%	?
> CC(=O)OCc1ccccc1Sc1ccccc1C(=O)NCc1ccccc1
→ 6.6	2.0%	-5.2%	32.3%	4.5	-5.6%	5.3%	16.5%	17.2%
> CCN1C(=O)C(CC(=O)Nc2ccc(OC)cc2)N(Cc2ccc(OC)c(OC)c2)C1=S (stereo not drawn)
→ -12.2	9.7%	-23.4%	3.0%	2.2	3.6%	-5.2%	-5.5%	-2.5%
> Cc1ccc(S(=O)(=O)N2CCN(C(=O)c3ccc([N+](=O)[O-])cc3)C2)cc1
→ 6.5	0.4%	16.0%	-2.1%	-5.7	1.2%	5.8%	8.1%	-0.1%
> CN(CC(=O)Nc1ccccc1Cl)C(=O)c1cc(-c2cccs2)nn1-c1ccccc1
→ -7.1	0.8%	?	?	-20.2	13.2%	-16.0%	-35.7%	-12.9%
> COc1ccc(C(C)=O)cc1CC1(C)C(=O)Nc2ccc(-c3cccc(C(F)(F)F)c3)cc21 (stereo not drawn)
→ ?	-28.5%	?	·	2.4	·	?	?	?
> Cc1ccsc1C(=O)N1CC=C(c2ccccc2)CC1
→ -23.9	3.5%	-8.2%	0.3%	3.0	1.2%	-0.8%	-1.1%	-1.5%
> O=C(NCc1ccccc1Cl)C1CCCN(C(=O)c2cnn(-c3ccc(F)cc3)c2-n2cccc2)C1 (stereo not drawn)
→ ·	0.3%	16.4µM*	·	3.8	·	·	·	?
> COc1cc(/C=C/CNC[C@H]2O[C@@H](n3cnc(C(N)=O)n3)[C@H](O)[C@@H]2O)ccc1O
→ -17.5	1.8%	-0.4%	-3.6%	-17.8	1.3%	5.0%	6.8%	0.0%
> CCOc1ccc(CCNC(=O)COC(=O)c2ccncc2)cc1OCC
→ -1.6	1.0%	-13.5%	1.5%	-2.4	-15.1%	-6.3%[9.24 µM]	-1.6%	-0.8%
> CC(=O)c1ccc(N(CC(=O)NC2CCCCC2)C(=O)CNC(=O)c2cccs2)cc1
→ 4.1	9.2%	-7.2%	12.0%	2.4	-0.4%	-15.0%	-3.7%	6.9%
> CCN(CC)c1ccc(C2NCC(c3ccc([N+](=O)[O-])cc3)O2)cc1 (stereo not drawn)
→ -5.2	0.9%	5.9%	-8.3%	2.1	8.3%	-4.6%	8.8%	2.9%
> Cc1ccccc1NC(=O)NC1CCS(=O)(=O)C1 (stereo not drawn)
→ -7.6	4.2%	3.3%	-4.7%	4.4	2.7%	9.7%	26.5%	1.3%
> Cc1cc(C)n2nc(C(=O)OCC(=O)c3ccccc3Cl)nc2n1
→ 0.0	-9.1%	45.7%	-1.4%	-3.0	3.3%	7.1%	3.9%	0.1%
> CCCCNC(=O)c1ccccc1SCC(=O)NC1CCCCCCC1
→ 13.8	-10.6%	-12.0%	24.5%	-0.4	-10.7%	2.7%	-1.0%	-1.6%
> CC1CCN(c2ccc([N+](=O)[O-])cn2)CC1
→ 0.9	-8.6%	-3.4%	15.2%	-6.6	0.0%	19.7%	17.6%	15.3%
> NC(=O)CN1C(=O)/C(=c2\sc3nc(=O)c(Cc4ccccc4)nn3c2=O)c2ccccc21
→ -7.4	-9.5%	19.5%	7.9%	-4.0	-8.1%	-9.3%	-4.6%	-3.1%
> CSc1nnc(NC(=O)c2cc3ccccc3oc2=O)s1
→ -8.1	-22.5%	15.6%	-0.6%	3.1	-4.0%	27.7%	2.0%	?
> C(#Cc1ccc(C#CCN2CCOCC2)cc1)CN1CCOCC1
→ 18.5	11.0%	18.4µM*	2.6%	7.3	8.2%	-5.1%	2.0%	-9.8%
> O=C1CSC(c2cn(-c3ccccc3)nc2-c2cc3ccccc3oc2=O)N1Cc1ccccc1 (stereo not drawn)
→ -13.2	2.9%	0.0%	?	-4.7	5.9%[9.22 µM]	-1.1%	-10.3%	-24.0%
> COc1ccc(/C=C/C(=O)OCC(=O)NCc2ccco2)cc1OC
→ 28.3	-26.6%	?	?	8.6	-4.3%	-1.8%	-9.7%	-1.9%
> CC(C)N(C)c1ncnc2c1ncn2[C@H]1CN(CCN2CCOCC2)C[C@@H](CO)O1
→ 27.1	-2.7%	-2.6%	·	3.4	·	?	19.3%	0.0%
> CCOc1ccc(CCNC(=O)CCc2c(C)nc3c(c(C)nn3-c3ccc(C)c(C)c3)c2C)cc1
→ ·	0.7%	?	·	6.2	·	·	·	-0.9%
> CC(C)CC(=O)Nc1sc2c(c1C(=O)O)CCCCC2
→ -8.8	-20.9%	1.5%	9.4%	0.2	-6.2%	-1.2%	5.0%	-2.9%
> CCCn1cc(SCC(=O)Nc2nnc(C)s2)c2ccccc21
→ 36.9	-15.2%	5.8%	6.6%	-4.9	-11.8%	-3.7%	-8.1%	?
> CCSc1nnc(NC(=O)C2Cc3ccccc3CN2C(=O)c2ccco2)s1 (stereo not drawn)
→ 36.2	6.6%	-4.8%	?	-1.1	-4.1%	-7.5%	1.1%	-1.4%
> CCCCCN(C(=O)CCC(=O)OCC(=O)NCCc1ccccc1)c1c(N)n(CCCC)c(=O)[nH]c1=O
→ -16.7	-19.3%	19.9%	·	-0.4	·	-16.3%	3.6%	0.5%

Gathered by group: the compounds so far containing a CF3 group.
The line under a structure holds: IL-1B inflam inh	GLP1R cytotox	KB-V1 cytotox	MCF10A rereplic	DRD3 agonist	SW480 rerep	HT1080NT lethal	HT1080 IDH1KD tx	KB-3-1 cytotox
> Cc1cc(C(=O)N(C)CC(=O)Nc2ccccc2C(F)(F)F)c(C)o1
→ -28.5	-5.0%	?	?	4.0	?	1.7%	-24.0%	16.2%
> COc1ccc(C(C)=O)cc1CC1(C)C(=O)Nc2ccc(-c3cccc(C(F)(F)F)c3)cc21 (stereo not drawn)
→ ?	-28.5%	?	·	2.4	·	?	?	?
